Rpn11 inh – inhibitors of human proteasome Rpn11. O00487. human 26S proteasome, Ub4-pepOG fluorescence polarization; 20S core pre-blocked with epoxomicin. calls only at 20 µM. 0.59% of 360,000 active. AID 588493;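 active = inhibition at 20 µM, scaled to each plate's controls, above about 33%, limit read from the data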
Rin1-Abl PPI inh – human Rin1-Abl interaction inhibition. P00519+Q13671. TR-FRET Rin1/Abl binding, biochemical. 0.4% of 360,000 active. inhibition, % at 7.35 µM; in the data active = inhibition above about 5%, passing the limit was not always enough
Neddylation inh – inhibitors of human cullin neddylation; calls only at 25 µM; TR-FRET cullin neddylation, biochemical; 0.58% of 360,000 active; P61081+Q13564; in the data active = inhibition above about 36%
LMPTP inh – blocks human LMPTP phosphatase; inhibition, % at 20 µM; AID 651560; recombinant LMPTP-A, OMFP fluorogenic substrate, fluorescence intensity; P24666; 0.22% of 360,000 active;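 active = compounds that cut the enzyme signal by at least half of the control window in the single-dose screen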;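 note: plate controls were DMSO wells with enzyme plus substrate for no effect and substrate without enzyme for full effect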
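Buffer or medium: Bis-Tris pH 6.0, DTT, detergent; Assay system: LMPTP-A enzyme; Quantity: 0.625 nM enzyme; Detection: endpoint fluorescence intensity; Times: 50 min dark incubation at room temperature; Controls: substrate-only low control, DMSO enzyme-plus-substrate high control; Doses: single 20 µM dose; Read-out: percent inhibition versus substrate-only and uninhibited controls; Reagent: 400 µM OMFP.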
DNMT1 inh – DNMT1 (human) enzyme inhibition; P26358; DNMT1 molecular beacon, Hinp1I cleavage, fluorescence; inhibition (reported as % activation of signal), % at 10 µM; 0.83% of 360,000 active; AID 588458; in the data active = inhibition above about 50%
SUMO1-SIM PPI – alters human SUMO1 binding to SIM partners; P63165; SUMO1 binding to a labelled peptide, TR-FRET, 1 h; inhibition, % at 20 µM; 0.33% of 360,000 active; AID 602429; in the data active = inhibition above about 37%
STEP block – STEP (human) phosphatase inhibition | inhibition, % at 20 µM | 0.25% of 360,000 active | P54829 | AID 588621 | recombinant STEP, OMFP fluorogenic substrate, fluorescence;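 active = inhibition at 20 µM, scaled per plate between control wells, above about 37%, limit read from the data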;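 note: 0% = DMSO with enzyme and substrate and 100% = substrate only without enzyme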
Target sequence (P54829 whole entry, looked up): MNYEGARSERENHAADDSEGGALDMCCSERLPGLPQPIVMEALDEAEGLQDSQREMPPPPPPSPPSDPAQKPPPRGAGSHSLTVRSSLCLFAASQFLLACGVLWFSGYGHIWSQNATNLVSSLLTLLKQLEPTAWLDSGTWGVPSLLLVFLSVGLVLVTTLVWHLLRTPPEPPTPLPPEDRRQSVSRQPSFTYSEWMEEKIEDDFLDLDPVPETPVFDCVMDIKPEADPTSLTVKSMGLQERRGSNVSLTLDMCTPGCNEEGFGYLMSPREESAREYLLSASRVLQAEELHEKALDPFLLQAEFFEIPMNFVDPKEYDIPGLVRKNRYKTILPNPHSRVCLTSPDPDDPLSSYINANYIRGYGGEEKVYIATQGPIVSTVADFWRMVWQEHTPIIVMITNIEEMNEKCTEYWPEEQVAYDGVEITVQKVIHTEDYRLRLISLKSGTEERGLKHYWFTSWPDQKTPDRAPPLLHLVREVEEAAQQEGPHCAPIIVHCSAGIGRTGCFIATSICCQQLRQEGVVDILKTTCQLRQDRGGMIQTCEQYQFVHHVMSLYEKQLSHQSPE
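Test system: STEP tyrosine phosphatase / Reagent: OMFP at 25 µM / Doses: 20 µM, 1% DMSO / Read-out: percent inhibition scaled to no-enzyme and uninhibited-enzyme controls, plate-pattern corrected / Detection: FITC-channel fluorescence of OMFP product / Medium: Bis-Tris buffer pH 6.0, 2.5 mM DTT, 0.005% Tween 20 / Schedule: 20 min at room temperature, dark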
Scp1 inh – inhibitors of human Scp-1 phosphatase; Recombinant Scp1, phosphopeptide, malachite green phosphate absorbance; inhibition, % at 20 µM; Q9GZU7; 0.88% of 340,000 active; AID 493091;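 active = inhibition above about 50% at 20 µM, limit read from the data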;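 note: plate controls were DMSO wells with enzyme for no effect and wells lacking enzyme for full effect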
Target sequence (Q9GZU7 76-261 limits assumed): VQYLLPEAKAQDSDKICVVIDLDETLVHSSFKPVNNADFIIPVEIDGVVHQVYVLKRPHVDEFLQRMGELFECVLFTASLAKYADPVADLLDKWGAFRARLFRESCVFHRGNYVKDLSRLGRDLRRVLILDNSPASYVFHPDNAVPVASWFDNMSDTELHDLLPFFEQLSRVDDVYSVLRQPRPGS
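Test system: SCP-1 phosphatase catalytic domain, residues 76-261; measured by: colorimetric phosphate reagent with accelerator and stabiliser, absorbance at 630 nm; timing: enzyme reaction 45 min at room temperature, colour 5 min, stabilisation 30 min; also added: Phosphorylated 17-residue peptide substrate; compound dosing: one concentration, 20 µM, with 1.0% DMSO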
NadD block – inhibitors of Staphylococcus aureus NadD; purified NadD enzyme, colorimetric absorbance read-out; AID 602399; inhibition, % at 20 µM; 0.78% of 360,000 active; in the data active = inhibition above about 26%; note: some compounds past the cut are filed as inactive
CSN deneddyl inh – inhibitors of human CSN-mediated cullin deneddylation; Q92905; Purified CSN, SCF-Nedd8-OG deneddylation, fluorescence polarization; inhibition, % at 12.5 µM; 0.38% of 360,000 active;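 active = pattern-corrected inhibition above about 35%, with an unprinted fluorescence ratio check between 0.5 and 1.5, limit read from the data, passing the limit was not always enough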;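 note: 0% = enzyme with substrate and 100% = substrate without enzyme; some results filed as inactive read as strong as hits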
Target sequence (Q92905 whole entry, looked up, one chain of several): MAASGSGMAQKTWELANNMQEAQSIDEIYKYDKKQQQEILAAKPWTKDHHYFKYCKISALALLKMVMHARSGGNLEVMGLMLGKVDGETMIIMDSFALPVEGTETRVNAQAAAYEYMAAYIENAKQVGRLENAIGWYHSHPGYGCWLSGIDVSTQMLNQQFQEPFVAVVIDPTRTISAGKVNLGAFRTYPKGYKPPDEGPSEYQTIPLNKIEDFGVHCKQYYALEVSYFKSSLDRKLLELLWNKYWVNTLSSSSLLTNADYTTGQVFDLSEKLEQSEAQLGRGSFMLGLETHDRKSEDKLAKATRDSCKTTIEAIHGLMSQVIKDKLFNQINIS
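Material: human Csn5 produced in HEK293T cells; Input: enzyme 0.24 nM; Reagent: SCFSkp2-Nedd8OG substrate at 10 nM final; Dosing: 12.5 µM compound; Incubation: 90 min reaction at room temperature; Detection: fluorescence polarization of the substrate; Evaluation: % inhibition of substrate cleavage by Csn5; Control set: substrate-only high control, full reaction low control.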
* marks the source's active call; other numbers are inactive results; i = inactive; x = not tested or not shown.

mol,SUMO1-SIM PPI,Scp1 inh,Rpn11 inh,STEP block,CSN deneddyl inh,Rin1-Abl PPI inh,DNMT1 inh,LMPTP inh,NadD block,Neddylation inh
O=C(Cc1cccs1)N/N=C/C(Cl)=C/c1ccccc1,-6,-5,i,0,0,-1,20,-0.4,-3,i
CCOC(=O)[C@@H]1[C@H]2COc3ccc(Br)cc3[C@H]2N2C(=O)N(c3ccc(Br)cc3)C(=O)[C@]12C,-7,-8,i,0,-2,6,-1,0.8,3,i
COc1cc(C)ccc1Oc1nc(-c2ccccc2O)nc2ccccc12,-6,6,i,1,-3,-2,1,3.9,2,i
O=C(CN1CCCCC1)N1CCc2ccccc21,0,0,i,-1,-3,-1,4,-1.1,1,i
COc1ccc(OC)c(C(=O)CN2C(=O)NC(C)(c3ccccc3)C2=O)c1 (stereo not given),-8,-7,i,2,-1,1,0,-1.0,-1,i
COc1cccc(OC)c1OCCN(C)C,-1,-2,i,-1,0,-3,0,-3.5,-3,i
CN(C(=O)COc1ncnc2c1cnn2-c1ccccc1)C1CCCCC1,6,-14,i,0,7,1,0,-1.5,0,i
O=C(CCCOc1ccc(Cl)cc1Cl)NNC(=O)c1ccc(NC(=O)c2ccccc2)cc1,0,41,i,6,22,-1,73*,69*,24,i
COc1ccc(S(=O)(=O)N2CCOCC2)cc1NC(=O)CCNC(=O)c1ccc(Br)cc1,2,-2,i,4,-4,-2,-7,1.5,0,i
COc1ccc(S(=O)(=O)NCc2cccnc2)cc1Br,-1,-4,i,0,-2,1,0,-0.9,3,i
O=C(O)c1cccc(NS(=O)(=O)c2ccc(NC(=O)c3ccco3)cc2)c1,8,-1,i,1,3,1,4,-1.9,-6,i
O=[N+]([O-])c1cc(C(F)(F)F)cc([N+](=O)[O-])c1NN=C1CCCCC1,-27,-7,i,2,-5,1,1,2.3,2,i
C=CCNC(=O)CN1CCC(c2nc3ccccc3[nH]2)CC1,1,0,i,-2,4,4,3,-0.8,1,i
CCCn1c(=O)c(C(=O)NNS(=O)(=O)c2ccc(NC(=O)OC)cc2)c(O)c2ccccc21,5,-6,i,0,2,-5,3,1.1,15,i
Cc1ccc2cc(CCNC(=O)c3ccc4c(c3)OCO4)c(=O)[nH]c2c1C,3,-13,i,1,7,3,2,-0.6,-1,i
Cc1oc(-c2cccc(Cl)c2)nc1CSCC(=O)O,7,-5,i,2,0,2,2,-1.6,9,i
CC(=O)c1ccc(OC(=O)C(CCS(C)(=O)=O)N2C(=O)c3ccccc3C2=O)cc1 (stereo not given),1,-8,i,2,-5,3,-2,-2.8,-5,i
Cc1cc(NC(=O)Nc2ccc(Cl)c(Cl)c2)no1,13,-13,i,0,104,-1,5,1.0,-7,i
CC(C)[C@@H](CO)NS(=O)(=O)c1ccc(Br)cc1F,1,7,i,-2,-1,0,1,-2.3,1,i
COCCSc1nnc(NC(=O)CCS(=O)(=O)c2ccccc2)s1,3,3,i,2,-1,3,1,-1.6,-2,i

Exported field by field: 3 of the compounds above
O=[N+]([O-])c1cc(C(F)(F)F)cc([N+](=O)[O-])c1NN=C1CCCCC1
  SUMO1-SIM PPI = -27
  Scp1 inh = -7
  Rpn11 inh = i
  STEP block = 2
  CSN deneddyl inh = -5
  Rin1-Abl PPI inh = 1
  DNMT1 inh = 1
  LMPTP inh = 2.3
  NadD block = 2
  Neddylation inh = i

C=CCNC(=O)CN1CCC(c2nc3ccccc3[nH]2)CC1
  SUMO1-SIM PPI = 1
  Scp1 inh = 0
  Rpn11 inh = i
  STEP block = -2
  CSN deneddyl inh = 4
  Rin1-Abl PPI inh = 4
  DNMT1 inh = 3
  LMPTP inh = -0.8
  NadD block = 1
  Neddylation inh = i

CCCn1c(=O)c(C(=O)NNS(=O)(=O)c2ccc(NC(=O)OC)cc2)c(O)c2ccccc21
  SUMO1-SIM PPI = 5
  Scp1 inh = -6
  Rpn11 inh = i
  STEP block = 0
  CSN deneddyl inh = 2
  Rin1-Abl PPI inh = -5
  DNMT1 inh = 3
  LMPTP inh = 1.1
  NadD block = 15
  Neddylation inh = i

The listing continues.
mol,SUMO1-SIM PPI,Scp1 inh,Rpn11 inh,STEP block,CSN deneddyl inh,Rin1-Abl PPI inh,DNMT1 inh,LMPTP inh,NadD block,Neddylation inh
O=C(Cn1c(=O)sc2ccccc21)Nc1ccc(S(=O)(=O)N2CCCC2)cc1,-2,-18,i,-3,-4,-2,0,1.2,-5,i
O=C(/C=C/c1ccco1)N(Cc1cccc(F)c1)C1CCS(=O)(=O)C1 (stereo not given),-10,-1,i,-4,3,-2,0,-1.1,3,i
COc1cccc(-c2nc(-c3ccccc3)nc(N3CCN(C)CC3)c2C#N)c1,3,-2,i,3,0,1,-4,-1.5,-10,i
COc1cccc(CC(=O)Nc2nc(C)cs2)c1,0,6,i,-1,-1,1,-1,-0.3,-5,i
O=C(Nc1ccc2[nH]ccc2c1)c1ccccc1,-1,4,i,-1,-3,-4,-18,-0.8,-3,i
COc1cccc(CNC(=O)[C@@H]2CCCN2C(=O)[C@@H]2CCCN2C(=O)c2cccc3ccccc23)c1,0,x,x,x,-3,x,x,-0.9,3,i
Cc1ccccc1NC(=S)N=Nc1c(O)n(C)c2ccc(S(=O)(=O)N3CCOCC3)cc12,-10,-13,i,0,3,-1,-12,0.3,16,i
O=C(NCCN1CCN(C(=O)c2cccc(Br)c2)CC1)C(=O)NCc1ccccc1,-2,-7,i,-1,-2,4,-3,0.4,-2,i
c1ccc(CSc2ncnc3c2ncn3C2CCCCO2)cc1 (stereo not given),-3,-4,i,1,-1,0,4,-0.2,0,i
COc1ccc2cc3cc(C(=O)N4CCN(c5ccccc5)CC4)oc3nc2c1,9,-3,i,2,2,3,1,2.3,-7,i
CC(C)NC(=O)c1[nH]nc2c1CCc1ccccc1-2,1,9,i,0,2,4,12,2.8,-2,i
Cc1c(C)c2ccc(OCC(=O)NCCc3c[nH]c4ccccc34)cc2oc1=O,8,x,i,2,-2,-1,-1,-0.4,-1,i
COC(=O)[C@@]1(C)[C@H]2C(=O)N(Cc3ccccc3)C(=O)[C@H]2[C@H]2CN=C(SCC(=O)c3ccccc3)N21,3,7,i,-1,0,-1,-1,1.9,-1,i
CCOC(=O)c1ccccc1NC(=O)CSc1nnc(C(C)C)n1CC,0,-5,i,-2,-1,-1,0,-1.5,-2,i
COc1ccc(NC(=S)NCCc2ccc(F)cc2)c(OC)c1,-3,10,i,3,-3,2,0,-1.2,-2,i
C#CCOCCOCCOCCNc1nc(N2CCN(C(=O)CCCCCCCCCCNC(=O)[C@H](CCCCN)n3cc(C)nn3)CC2)nc(N2CCN(C(=O)CCCCCCCCCCNC(=O)[C@@H]([C@H](C)O)n3cc(C)nn3)CC2)n1,-154,8,i,1,-2,6,-71,-2.6,10,i
Cc1occc1C(=O)NNC(=O)Cc1ccccc1,-3,-8,i,-3,2,-1,-5,-1.2,-1,i
CN(CC(=O)NC(=O)NC1CCCCC1)CC(=O)Nc1ccc(OC(F)(F)F)cc1,9,-6,i,0,2,0,-8,2.4,-6,i
O=S(=O)(c1ccc2nc(SCc3ccc(Cl)cc3)[nH]c2c1)N1CCOCC1,1,-8,i,0,-9,-2,-13,0.4,-6,i
O=S1(=O)N=CN(Cc2cccc(F)c2)c2ccccc21,2,8,i,2,-1,0,2,0.3,6,i
Cc1ccc(C(NC(=O)C2CCN(CCOc3ccc(Cl)cc3Cl)CC2)c2ccccn2)cc1 (stereo not given),-4,x,i,2,0,9.3*,0,-0.7,1,i
COc1ccccc1C(=O)O/N=C(/C)c1ccc(N2C(=O)C3CCCCC3C2=O)cc1 (stereo not given),2,-14,i,1,4,0,-4,1.5,-5,i
Nc1nc(SCC(=O)O)[nH]c(=O)c1NC(=O)c1ccccc1F,4,-1,i,-2,-3,-6,-2,-0.2,0,i
Cc1ccc(C2(C)CC(C)(C)N(C(=O)CSc3nnc(C)s3)c3ccccc32)cc1 (stereo not given),-3,-8,i,6,2,3,-2,1.4,-7,i
Cn1ccnc1C1CCCCN1C(=O)c1cc(COc2ccc(F)cc2F)on1 (stereo not given),1,-8,i,-1,2,-1,4,-3.5,-7,i
O=C(CSC1=NCCN1)NC12CC3CC(CC(C3)C1)C2,1,-18,i,-1,-2,-4,1,0.6,4,i
CCOC(=O)N1CCN(C(=O)C(C)NC(=O)c2ccco2)CC1 (stereo not given),2,-2,i,0,1,-2,1,0.4,-6,i
CN(CC(=O)Nc1c(Cl)cccc1Cl)C(=O)c1cc(S(=O)(=O)N(C)C)ccc1N1CCCC1,0,-4,i,0,3,3,0,-3.2,-1,i
COc1cccc(NC(=S)N(CCCN2CCC(C)CC2)Cc2cccs2)c1,7,0,i,2,-10,-1,2,-1.6,-8,i
COc1cc(OC)c(OC)cc1/C=N/NC(=O)CSc1ccccc1F,-11,2,i,0,-5,1,-1,0.0,-5,i
COC(=O)c1ccc(S(=O)(=O)N(Cc2ccccc2)Cc2ccccc2)n1C,7,-19,i,1,10,3,-3,1.6,-6,i
O=C(CS(=O)(=O)c1ccc(Cl)cc1)Nc1nnc(-c2cccs2)o1,1,-5,i,3,4,0,-1,-0.8,8,i
COc1ccc(S(=O)(=O)NCc2cc(=O)n(C)c(=O)n2C)cc1F,5,-3,i,-2,4,2,3,-1.0,3,i
Nc1nc(SCC(=O)Nc2ccc([N+](=O)[O-])cc2)[nH]c(=O)c1NC(=O)c1ccc(Br)o1,-22,3,i,1,1,-2,1,-1.6,-2,i
O=c1cccc(-c2ccc(Br)cc2)o1,-20,-5,i,-1,-5,0,5,0.2,7,i
O=c1[nH]nc(Sc2ccccc2)c(=S)[nH]1,-14,x,i,4,2,0,3,0.2,-3,i
O=C(NCC1CCCO1)c1nc2c(nnn2Cc2ccc(F)cc2)c(=O)[nH]1 (stereo not given),0,-8,i,-1,3,-3,-1,-0.5,3,i
OCCC1CN(CCCc2ccccc2)CCN1CCc1ccccc1 (stereo not given),-1,-8,i,0,1,4,-6,-1.8,-3,i
CCC(CC)C(=O)Nc1c2c(nn1-c1ccc(C)cc1)CS(=O)(=O)C2,11,7,i,-2,2,2,-8,-1.4,-2,i
Cc1ccc(CC2C(=O)N(c3cc(Cl)ccn3)C(=O)C2C)cc1 (stereo not given),1,-7,i,2,0,-1,-3,-1.6,-2,i
Cc1cccc(-n2c(O)c(C=Nc3ccccc3)c3ccccc3c2=O)n1,-22,-11,i,5,-14,-2,-1,-0.7,-1,i
C=CCNC(=S)NC1CC(C)(C)NC(C)(C)C1,-1,-5,i,3,-2,-1,17,-2.5,-1,i
CCOC(=O)C1(C(=O)OCC)NC(=O)CC1C (stereo not given),-6,-4,i,0,-8,5,1,-1.9,1,i
